Source: PubChem BioAssay
14-3-3g Raf: alters human 14-3-3 gamma binding to Raf peptide; P61981; FP, 14-3-3gamma / TMR-pS259-Raf peptide binding; inhibition, % at 40 µM; 0.19% of 160,000 active; AID 422; in the data active = inhibition above about 30%;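 also: 0% = protein plus tracer without compound and 100% = blank with tracer alone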
Target sequence (P61981 whole entry, looked up): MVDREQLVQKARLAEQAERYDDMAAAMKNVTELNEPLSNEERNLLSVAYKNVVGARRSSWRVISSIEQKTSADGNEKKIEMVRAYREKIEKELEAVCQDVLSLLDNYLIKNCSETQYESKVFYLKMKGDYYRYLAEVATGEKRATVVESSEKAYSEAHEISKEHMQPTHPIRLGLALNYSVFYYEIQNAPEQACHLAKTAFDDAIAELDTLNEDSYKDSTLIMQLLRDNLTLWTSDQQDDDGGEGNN
An asterisk follows results filed as active; & = joins results of further samples. These rows are one share of the data. The share of hits here may be higher or lower than overall.

14-3-3g Raf	structure
3	Cc1ccc(-c2nn(-c3ccccc3)cc2C(=O)N2CCOCC2)cc1
-3	Cc1ccc(N(CCCN2C(=O)c3cccc4cccc(c34)C2=O)C(=O)c2ccccc2[N+](=O)[O-])cc1
-3	CCOc1ccccc1NC(=O)C1CCCN(S(=O)(=O)c2c(C)[nH]c(=O)[nH]c2=O)C1 (stereo not drawn)
-15	Cc1cccc(N2C(=O)C3C(C2=O)C2C=CC3C23CC3)c1 (stereo not drawn)
0	CC(=O)NCCn1c(SCc2ccc(C)cc2)nc2ccccc2c1=O
-3	CCN(C(=O)CCS(=O)(=O)c1ccc(C)cc1)c1ccc2c(c1)OCO2
-6	CCCc1ccc(OCc2nnc(N)s2)cc1
-68	Cc1c(Cl)cccc1NC(=O)CN1C(=O)c2ccccc2Sc2ccc(C(=O)N3CCCC3)cc21
-1	CCc1ccc2nc(N3CCC(C(=O)NC(C)CC)CC3)sc2c1 (stereo not drawn)
-3	CCC(Sc1nc2ccsc2c(=O)n1Cc1ccccn1)C(=O)Nc1ccc(C)c(Cl)c1 (stereo not drawn)
20	CCC(=O)N1CCc2cc(S(=O)(=O)CCC(=O)Nc3ccc(C)cc3Cl)ccc21
-29	CCOc1ccc(NS(=O)(=O)c2ccc3[nH]cc(C(=O)NCc4ccccc4Cl)c(=O)c3c2)cc1
-21	COc1ccc([N+](=O)[O-])cc1NC(=O)C1(S(=O)(=O)c2ccc(Cl)cc2)CC1
-7	C=CCN=C1SCC(=O)N1S(=O)(=O)c1ccc(C)cc1
-7	COc1cc(CCN2C(=O)c3cccc4cccc(c34)C2=O)c(S(=O)(=O)N2CCN(C)CC2)cc1OC

Ordered by SMILES length (rising): part of the list above
14-3-3g Raf	structure
-6	CCCc1ccc(OCc2nnc(N)s2)cc1
-7	C=CCN=C1SCC(=O)N1S(=O)(=O)c1ccc(C)cc1
-1	CCc1ccc2nc(N3CCC(C(=O)NC(C)CC)CC3)sc2c1 (stereo not drawn)
0	CC(=O)NCCn1c(SCc2ccc(C)cc2)nc2ccccc2c1=O
3	Cc1ccc(-c2nn(-c3ccccc3)cc2C(=O)N2CCOCC2)cc1
-3	CCN(C(=O)CCS(=O)(=O)c1ccc(C)cc1)c1ccc2c(c1)OCO2
20	CCC(=O)N1CCc2cc(S(=O)(=O)CCC(=O)Nc3ccc(C)cc3Cl)ccc21
-3	CCC(Sc1nc2ccsc2c(=O)n1Cc1ccccn1)C(=O)Nc1ccc(C)c(Cl)c1 (stereo not drawn)
-21	COc1ccc([N+](=O)[O-])cc1NC(=O)C1(S(=O)(=O)c2ccc(Cl)cc2)CC1
-3	CCOc1ccccc1NC(=O)C1CCCN(S(=O)(=O)c2c(C)[nH]c(=O)[nH]c2=O)C1 (stereo not drawn)
-29	CCOc1ccc(NS(=O)(=O)c2ccc3[nH]cc(C(=O)NCc4ccccc4Cl)c(=O)c3c2)cc1
-7	COc1cc(CCN2C(=O)c3cccc4cccc(c34)C2=O)c(S(=O)(=O)N2CCN(C)CC2)cc1OC
-3	Cc1ccc(N(CCCN2C(=O)c3cccc4cccc(c34)C2=O)C(=O)c2ccccc2[N+](=O)[O-])cc1

New compounds follow:
14-3-3g Raf	structure
-1	COc1ccc(NC(=O)c2cc3cccc(OC)c3oc2=O)c(OC)c1
1	COc1ccc(CCNC(=O)Cn2c(=O)n(-c3ccccc3)c(=O)c3sccc32)cc1OC
-1	O=C(Nc1ccccn1)c1cc2ccccc2o1
-5	COc1ccc(NC(=O)NCCN2CCN(c3cccc(Cl)c3)CC2)cc1
4	CCOC(=O)c1cccc(NC(=O)CSc2nnc(C3CCCCC3)n2CC)c1
1	O=C(Nc1ccccc1OC(F)F)c1ccccc1
-6	Cc1cc(NC(=O)c2sc3nc4c(cc3c2N)CC(C)CC4)no1 (stereo not drawn)
2	O=C(O)CSCc1ccc(Cl)cc1
4	COC(=O)c1ccc(C2SCC(=O)N2Cc2ccccc2)cc1 (stereo not drawn)
-2&-2	CC(=O)c1cccc(NS(=O)(=O)c2c(C)n[nH]c2C)c1
-1	CCCc1nn(CCc2ccccn2)c(N)c1CC
5	COc1ccc(N2C(=O)C3C4c5ccccc5C(Br)(c5ccccc54)C3C2=O)cc1 (stereo not drawn)
-4	COc1cc(C2Nc3ccccc3NC3=C2C(=O)CC(c2cccs2)C3)cc([N+](=O)[O-])c1O (stereo not drawn)
3	COc1ccc(OC)c(C2NC(=O)NC(C)=C2C(=O)OCCCCCl)c1 (stereo not drawn)
4	COc1ccc(CNC(=O)CN(c2ccc(C)c(Cl)c2)S(=O)(=O)c2ccccc2)cc1
4	O=[N+]([O-])c1ccc(NCCCNS(=O)(=O)c2ccc3ccccc3c2)cc1
6	CCOc1ccccc1NC(=O)CSc1c(C)n[nH]c1C
-3	COc1ccccc1NCCC(=O)OCC(=O)NCc1ccco1
-4	Cc1ccccc1NC(=O)c1c(NC(=O)c2ccccc2F)sc2c1CCC(C)C2 (stereo not drawn)
-9	Cc1ccsc1CN1CC(=O)N(c2ccc(Cl)cc2)C1=S
-48	COc1ccc(CCn2c(-c3ccco3)nc3nc4ccccc4nc32)cc1OC
1	Cn1c(=O)c2c(n(Cc3ccccc3)c1=O)NC(=O)C2CC(=O)N1CCc2ccccc2C1 (stereo not drawn)
-6	CCOC(=O)NCc1ccc2c(c1)OCO2
-3	COc1cccc(N=C2SC(C(=O)Nc3ccccc3OC)CC(=O)N2C)c1 (stereo not drawn)
0&-4	COc1ccc(-c2[nH]nc3oc(=O)cc(C)c23)cc1
4	O=C(Oc1cccc(NC(=O)c2ccco2)c1)c1cccc(S(=O)(=O)N2CCCC2)c1
-5	COc1ccc(C(=O)N2c3ccc(F)cc3CCC2C)cc1OC (stereo not drawn)
6	CCc1ccc(NC(=O)Cc2cn(C)c3ccccc23)cc1
-7	CCCOC(=O)C1=C(C)NC2=C(C(=O)CCC2)C1c1ccccc1OC(C)C (stereo not drawn)
-6	Cc1cc2c(c(=O)n1CCN(C)C)C(c1ccc(Cl)cc1)C(C#N)=C(N)O2 (stereo not drawn)
-2	Cc1ccc(-n2cc(C(=O)N3CCC(C(N)=O)(N4CCCCC4)CC3)c3ccccc3c2=O)cc1C
1&-1	O=C(c1noc2c1CCCC2)N1CCN(Cc2ccccc2)CC1
0	COCCOC(=O)C1=C(C)NC2=C(C(=O)CC(c3ccccc3)C2)C1c1cc2c(cc1Br)OCO2 (stereo not drawn)
5	O=C(c1ccc(S(=O)(=O)N2CCCCC2)cc1)N1CCCc2ccccc21
3	Cc1ccc(/C=C/S(=O)(=O)N2CCC(C(=O)O)CC2)cc1
4	O=C(CCCCCn1c(=S)[nH]c2ccsc2c1=O)N1CCCCC1
-5	Nc1nnc(SCC(=O)N2CCc3ccccc32)n1-c1ccccc1
3	CCOc1cc2c(cc1OCC)C1C(C(=O)N3CCN(c4ccc([N+](=O)[O-])cc4)CC3)c3ccccc3C(=O)N1CC2 (stereo not drawn)
-9	Cc1ccc(S(=O)(=O)N=S(C)CC2CC2(Cl)Cl)cc1 (stereo not drawn)
-4	Cc1nnc(SCC(=O)n2c(C)c(C)c3ccccc32)s1
10	CC1CCN(S(=O)(=O)c2ccc(C(=O)NCCOc3ccccc3)cc2)CC1
-6	CCOc1ccc2nc(NC(N)=NS(=O)(=O)c3ccc(C)cc3)nc(C)c2c1
-4	Cc1ccc(C2CC(=O)c3cnc(N4CCN(c5ccccc5)CC4)nc3C2)cc1 (stereo not drawn)
5	COC(=O)Cn1c2ccc(C)cc2c2nc3ccccc3nc21
-1	COc1ccc(OC)c(N(CC(=O)Nc2cccnc2)S(=O)(=O)c2ccc(OC)c(OC)c2)c1
-12	O=C(NCCCN1CCOCC1)c1cc2c(=O)[nH]c3ccccc3c2s1
-2	COc1ccc(CN(Cc2cc3cccc(C)c3[nH]c2=O)C(=O)N(C)C)cc1
-5	CCOC(=O)c1cc(C(=O)OCC)cc(-n2c(C)cc(C(=O)CN3CCOCC3)c2C)c1
0	O=C(O)CC(c1ccco1)N1C(=O)C2C3CCC(C3)C2C1=O (stereo not drawn)
1	COc1ccc(-n2ccnc2SCC(=O)Nc2ccc(F)cc2)cc1
-10	NCc1ccsc1
-3	CCOC(=O)N1CCN(c2c(NCC3CCCO3)c(=O)c2=O)CC1 (stereo not drawn)
-4	CCCn1c(=S)[nH]c2cc(C(=O)N3CCCCC3CC)ccc2c1=O (stereo not drawn)
-6	COC(=O)c1c(NC(=O)Cn2nc([N+](=O)[O-])cc2C)sc2c1CCC(C)C2 (stereo not drawn)
1	COc1cccc(CC(=O)Nc2ccc3nc(N4CCCCC4)cc(C)c3c2)c1
2	Cc1ccc(N2C(=O)c3ccc(Oc4ccc([N+](=O)[O-])cc4)cc3C2=O)cc1Cl
-4	Cc1cc(C(=O)OCC(=O)c2ccc(Br)s2)c(C)o1
-4	COc1ccc(C2C(C(=O)Nc3cccc(Cl)c3)c3ccccc3C(=O)N2c2ccc(OC)cc2)cc1 (stereo not drawn)
6	CCOC(=O)c1c(C(C)(C)C)oc2ccc(OCC(=O)OC)cc12
-8	CCc1ccc(N2CC(C(=O)Nc3cccc(O)c3)CC2=O)cc1 (stereo not drawn)

Additional structures.
14-3-3g Raf	structure
2	C=CCOC(=O)c1[nH]c2c(c1C)C(=O)CC(c1cc(OC)c(OC)c(OC)c1)C2 (stereo not drawn)
-2	CCOC(=O)C(C#N)C(Cc1ccccc1)c1ccc2c(c1)OCO2 (stereo not drawn)
-2	Cc1ccc(CNC(=O)C2c3ccccc3C(=O)N3CCc4ccccc4C23)cc1 (stereo not drawn)
-5	COc1ccccc1-c1nnc2n1N=C(c1ccc(O)c(O)c1)CS2
4	COc1ccc2cc3cc(C(=O)N4CCC(C(N)=O)CC4)sc3nc2c1
0	Cc1cc(Cl)ccc1OC1C(=O)N(c2ccc(F)cc2)C1c1ccc2c(c1)OCO2 (stereo not drawn)
-6	Cc1ccn2cc(C(=O)Nc3nnc(C)s3)nc2c1
-2	COc1ccc(COC(=O)C2=C(C)NC(=O)NC2c2cc(OC)ccc2OC)cc1 (stereo not drawn)
0	Cc1ccc(C2CC(C(F)(F)F)n3ncc(C(N)=O)c3N2)cc1 (stereo not drawn)
-15	COc1cc2[nH]c(=S)nc(Nc3ccncc3)c2cc1OC
-11	O=C1c2cccnc2C(=O)N1CCc1ccc(Cl)cc1
-4	Cc1nc(CNS(=O)(=O)c2cc(C)c(C)cc2C)cs1
-40	O=C(Nc1ccc(S(=O)(=O)N2CCc3ccccc32)cc1)c1ccccc1Br
-2	COc1cc(OC)cc(C(=O)N2CCN(C(=O)COc3ccc(C)cc3)CC2)c1
-3	O=c1c2ccccc2ncn1-c1cccc(Cl)c1
-3	COc1ccc(C(=O)Nc2ccc(S(=O)(=O)Nc3nccnc3OC)cc2)cc1
-8	CN(CC(=O)C1=C(c2ccccc2)C(=O)c2ccccc2C1=O)c1ccccc1
5	O=C(CSc1nnc2n(C3CCCCC3)c(=O)c3ccccc3n12)OC1CCCCC1
-8	COc1cc2[nH]c(=S)n(Cc3ccccc3)c(=O)c2cc1OC
-25	CCc1ccc(NC(=O)COc2ccc(C(C)C)cc2)cc1
-4	COc1cc(C2N(C)c3ccccc3-c3nc4ccccc4n32)cc(OC)c1OC (stereo not drawn)
-15	Cc1cc(C(F)F)n2nc(C(=O)Nc3c(F)cc(F)cc3Br)nc2n1
-5	Cc1ccc(-c2nc3ncccn3c2Nc2ccc3c(c2)OCO3)cc1
-8	Cc1ccc2nc(-c3ccc(NC(=O)c4cccnc4Cl)cc3)sc2c1
2	Cc1ccc(C)c(N2CCN(C(=O)C3CCN(S(=O)(=O)c4cccc5nsnc45)CC3)CC2)c1
9	O=C(NCc1ccccc1Cl)c1cccnc1SCc1ccccc1Cl
-1	CCc1nc(NC2CCCCC2)c(C#N)c2c1COC(C)(C)C2
-5	CC(=O)N1N=C(c2ccc(Br)cc2)CC1c1cn(-c2ccccc2)nc1-c1ccccc1 (stereo not drawn)
-11	COC(=O)[C@H](CCSC)NC(=O)Nc1ccc(C(C)=O)cc1
3	O=C(Nc1nnc(SCc2ccccc2F)s1)c1ccco1

Structures listed so far that contain a cyano group, in the order listed:
14-3-3g Raf	structure
-6	Cc1cc2c(c(=O)n1CCN(C)C)C(c1ccc(Cl)cc1)C(C#N)=C(N)O2 (stereo not drawn)
-2	CCOC(=O)C(C#N)C(Cc1ccccc1)c1ccc2c(c1)OCO2 (stereo not drawn)
-1	CCc1nc(NC2CCCCC2)c(C#N)c2c1COC(C)(C)C2

The results go on.
14-3-3g Raf	structure
-1	Cc1cccc(N2CCN(C(=O)c3ccc(N4CCCC4=O)cc3)CC2)c1C
-10	O=C(NCCCO)C(=O)Nc1ccc(Cl)c(C(F)(F)F)c1
-12	Oc1ccc2cccnc2c1
-14	O=C(CCn1nc(-c2ccc(Cl)cc2)ccc1=O)NC1CCCC1
0	O=C(NCCn1ccc2ccccc21)c1cccs1
-4	CCCN1Cc2cccc(C(=O)NC3CCCC3)c2C1=O
1	OC(CNCCCN1CCCCC1)COc1ccccc1 (stereo not drawn)
-14	O=C(Nc1nc2ccc(-c3nc4ccccc4[nH]3)cc2s1)C1CCCCC1
0	COc1ccc(C2C3=C(CC(C)(C)CC3=O)Nc3n[nH]c(C)c32)cc1 (stereo not drawn)
-5&-14	O=C1CN(C(=O)c2ccco2)C(c2ccc(F)cc2)c2cc(Cl)ccc2N1 (stereo not drawn)
5	Cc1ccc(N=C2NC(=O)CC(C(=O)Nc3ccc(C(C)C)cc3)S2)cc1C (stereo not drawn)
5&3	CCOC(=O)Cn1c(N2CCCCCC2)nc2c1c(=O)[nH]c(=O)n2C
-3	O=C(CN1C(=O)CCS(=O)(=O)c2ccccc21)NCc1ccc2c(c1)OCO2
2	Cn1cc(SCC(=O)Nc2cc(C(F)(F)F)ccc2Cl)c2ccccc21
1	O=[N+]([O-])c1ccc(N2CCCC2)cc1Sc1cccc2cccnc12
-5	COC(=O)c1cc(NC(=O)c2cccnc2)cc(C(=O)OC)c1
0	CCOC(=O)c1[nH]c2ccccc2c1NC(=O)CN(C)C
2	CCCCNC(=O)c1cc(S(=O)(=O)N2CCCC2)ccc1F
-4	C=CCn1c(SCC(=O)OCC)nc2sc3c(c2c1=O)CCCC3
-5	CC(=O)Nc1ccc(OCC(O)Cn2nc(C)c(C(C)=O)c2C)cc1 (stereo not drawn)
-2	C/C(=N\O)C(=O)NCC1CCNCC1
-5	O=C(OCC(=O)c1cccs1)c1ccc(Br)c(S(=O)(=O)N2CCOCC2)c1
-3	CCCn1cc(SCC(=O)Nc2ccc(F)cc2)c2ccccc21
